Screening results: PubChem, National Center for Advancing Translational Sciences (NCATS)
Sm TGR block = qHTS Assay for the Inhibitors of Schistosoma Mansoni Peroxiredoxins. Schistosoma mansoni thioredoxin glutathione reductase (TGR), Q962Y6. purified TGR, DTNB reduction, TNB absorbance 405 nm. Potency, µM (highest dose often 114 µM), for inactives: top-dose activity change, negative = inhibition, actives largely listed as inhibitors. actives 3% (n = 360,000); also: potency is read from the fitted curve at half-maximal effect; nearly all actives have a fitted effect of over 60% in size
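Kinetic colorimetric format: TGR-catalysed, NADPH-driven DTNB reduction monitored via TNB absorbance. Enzyme dispensed at 20 nM; compound exposure 15 min at room temperature before reaction start.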
TbPYK inhibitor = qHTS of Trypanosoma Brucei Inhibitors; pyruvate kinase (Trypanosoma brucei), Q57TT1; TbPYK enzyme, Kinase-Glo Plus ATP luminescence, 45 min; Potency, µM (titrated, usually from 76.8 µM), inactives show top-dose activity, negative = inhibition, actives largely listed as inhibitors; actives 0.12% (n = 410,000); AID 624173, 2012; also: potency is read from the fitted curve at half-maximal effect; nearly all actives have a fitted effect of over 50% in size
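Activity of T. brucei pyruvate kinase was followed by Kinase-Glo Plus luminescence after the enzyme reacted 45 min at room temperature with 130 uM ADP (final) and substrate. Test compounds were added before ADP at multiple concentrations.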
HCMV antiviral = qHTS Assay for inhibitors of the human cytomegalovirus (HCMV); actives 4.5% (n = 410,000); activity change, negative = inhibition, % at 57.5 µM; HFF cells, HCMV-luciferase reporter, 72 h; hits give low values; in the data active = activity change below about -60%; inconclusive = no clear call, values can overlap the other calls; inactive = above about -39%
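Inhibition of viral replication was scored as loss of reporter luminescence in HFFs infected with HCMV-luciferase (MOI 1 PFU/cell) for 72 h; compounds tested at 2 doses, normalized to buffer and Salinomycin controls.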
LmPK inh = qHTS Assay for Inhibitors of Leishmania Mexicana Pyruvate Kinase (LmPK) | Q27686 | purified LmPK, Kinase-Glo ATP luminescence, 1 h | Potency, µM (top dose mostly 57.5 µM), for inactives: at the top dose activity change, negative = inhibition, actives largely listed as inhibitors | actives 0.37% (n = 290,000) | AID 1721, 2009; also: potency is read from the fitted curve at half-maximal effect
Target sequence (Q27686 whole entry, looked up): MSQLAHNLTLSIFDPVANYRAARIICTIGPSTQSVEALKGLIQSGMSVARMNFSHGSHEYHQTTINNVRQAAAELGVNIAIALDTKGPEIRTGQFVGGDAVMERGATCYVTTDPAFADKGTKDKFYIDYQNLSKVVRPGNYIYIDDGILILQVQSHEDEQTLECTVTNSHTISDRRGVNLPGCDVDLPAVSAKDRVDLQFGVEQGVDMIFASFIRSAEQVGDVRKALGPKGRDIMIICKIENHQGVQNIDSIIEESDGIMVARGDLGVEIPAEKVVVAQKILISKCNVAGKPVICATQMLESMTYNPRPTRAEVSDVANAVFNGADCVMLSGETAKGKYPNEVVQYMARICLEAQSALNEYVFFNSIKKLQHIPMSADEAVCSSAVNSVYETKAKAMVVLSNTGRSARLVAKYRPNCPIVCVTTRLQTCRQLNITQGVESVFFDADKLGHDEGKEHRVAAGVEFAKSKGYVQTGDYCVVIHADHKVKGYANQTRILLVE
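0.1 nM LmPK, 0.5 mM PEP, 0.1 mM ADP; 50 mM imidazole pH 7.2, 7 mM MgCl2, 50 mM KCl; 1 h RT. Kinase-Glo luminescence readout, normalized to no-enzyme (full inhibition) and uninhibited wells.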
AmpC inh detg = qHTS Inhibitors of AmpC Beta-Lactamase (assay with detergent). actives 0.041% (n = 370,000). AmpC hydrolysis of nitrocefin, absorbance 480 nm, 0.01% Triton. P00811. Potency, µM (series often up to 114 µM), for the others: top-dose activity change, negative = inhibition, most hits filed as inhibitors. AID 485294, 2010;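 also: potency is read from the fitted curve at half-maximal effect; 0% = no-compound wells and -100% = no-enzyme wells; nearly all actives have a fitted effect of over 25% in size; some results filed as inactive show a strong effect at the top dose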
Target sequence (P00811 whole entry, looked up): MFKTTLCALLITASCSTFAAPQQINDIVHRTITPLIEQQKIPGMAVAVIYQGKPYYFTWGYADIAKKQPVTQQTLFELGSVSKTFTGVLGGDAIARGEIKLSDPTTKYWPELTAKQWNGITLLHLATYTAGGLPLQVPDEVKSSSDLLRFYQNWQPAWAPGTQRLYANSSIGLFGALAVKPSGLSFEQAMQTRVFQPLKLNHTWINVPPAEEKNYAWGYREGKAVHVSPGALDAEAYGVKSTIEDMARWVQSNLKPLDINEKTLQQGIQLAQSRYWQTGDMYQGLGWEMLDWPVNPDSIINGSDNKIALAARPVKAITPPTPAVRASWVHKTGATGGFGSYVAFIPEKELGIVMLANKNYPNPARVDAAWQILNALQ
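20 mM phosphate pH 7.0 + 0.01% (detergent screen) or 0.0001% Triton X-100; 5.3 nM AmpC reagent; cpd preinc 15 min RT; nitrocefin (800 uM stock) to start; A480 q20 s × 4 min; Activity was normalised to no-enzyme and no-compound control wells.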
AMA1 RON2 block = qHTS for Inhibitors of AMA1-RON; Towards Development of Antimalarial Drug Lead: Primary Screen; AlphaScreen AMA1-biotinylated RON2 peptide binding; Potency, µM (series often up to 58.2 µM), for inactives: at the top dose activity change, negative = inhibition, actives largely listed as inhibitors; Plasmodium falciparum AMA1 (3D7) - RON2 peptide interaction; actives 0.2% (n = 360,000);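 also: potency is read from the fitted curve at half-maximal effect; 0% = vehicle wells and -100% = peptide control; nearly all actives have a fitted effect of over 45% in size; some results filed as inactive show a strong effect at the top dose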
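AMA1 (3D7) with his tag at 25 nM final met compounds first, then biotinylated RON2 peptide at 25 nM; detection used donor plus acceptor beads, 10 µg/mL apiece, read by AlphaScreen after 30 min at room temperature.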
AmpC inh no detg = qHTS Inhibitors of AmpC Beta-Lactamase (assay without detergent) | actives 0.52% (n = 330,000) | AID 485341, 2010 | Potency, µM (series often up to 57.1 µM), for the others: top-dose activity change, negative = inhibition, actives largely listed as inhibitors | P00811 | AmpC nitrocefin hydrolysis, absorbance 480 nm, 0.0001% Triton;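 also: potency is read from the fitted curve at half-maximal effect; plate controls were no compound for no effect and no enzyme for full effect; nearly all actives have a fitted effect of over 20% in size; some results filed as inactive show a strong effect at the top dose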
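AmpC (5.3 nM in the dispensed reagent) in 20 mM phosphate pH 7.0 with 0.01% (detergent screen) or 0.0001% Triton X-100 was preincubated with compounds for 15 min at room temperature. Nitrocefin was then added from an 800 uM solution, and hydrolysis was followed at 480 nm.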
An asterisk follows results filed as active; & = joins results of further samples; [ ] = another dose, or the depositor's remark. Unless noted, calls follow the shape of the dose curve; as a rule, active = well fitted curve in the direction sought with a large enough effect; inconclusive = small, poorly fitted or top-dose-only effect, or another doubt; inactive = no such curve, though single readings can be large; an effect the other way counts as inactive or inconclusive. Unless noted, % is scaled to controls: 0 for no effect and ±100 for the full control effect.

Cc1ccc(Nc2ccc(N3CCN(C(=O)c4ccc([N+](=O)[O-])cc4Cl)CC3)nn2)cc1 was read as Sm TGR block -5%, TbPYK inhibitor 3%, HCMV antiviral -36 and AmpC inh detg 1%.
Screening Cc1c(C(=O)Nc2ccc(Br)cc2F)oc2ccc(S(=O)(=O)N3CCCCC3)cc12 returned Sm TGR block 3%, TbPYK inhibitor -4%, HCMV antiviral 10 and AmpC inh detg 9%.
Screening CC(C)(C)OC(=O)NCCc1nnc(S(=O)(=O)Cc2ccc(Cl)cc2Cl)o1 returned Sm TGR block 0.89µM*, TbPYK inhibitor -10%, HCMV antiviral 47, LmPK inh 2%, AmpC inh detg inconclusive, AMA1 RON2 block -2% and AmpC inh no detg 0.32µM*.
N#C/C(=C/c1ccc(-c2ccccc2)o1)c1nc(-c2cccs2)cs1 was read as Sm TGR block 0%, TbPYK inhibitor 0%, HCMV antiviral 17, LmPK inh 0%, AmpC inh detg inconclusive, AMA1 RON2 block -1% and AmpC inh no detg -46%.
`O=C(CC[C@H]1O[C@@H](n2cnc3c(NC(=O)c4ccccc4)ncnc32)[C@H](O)[C@@H]1O)NCc1cccc2ccccc12` gave TbPYK inhibitor -6%, HCMV antiviral -64* and AMA1 RON2 block -1%.
For COCCn1c(COc2ccccc2)nnc1SCC(N)=O the results were Sm TGR block -2%, TbPYK inhibitor 5%, HCMV antiviral 2, LmPK inh 7%, AmpC inh detg 8%, AMA1 RON2 block -7% and AmpC inh no detg -6%.
For CC(=O)c1c(N2CCCC2)nc(=S)n(-c2ccccc2)c1C the results were Sm TGR block 0%, TbPYK inhibitor -7%, HCMV antiviral -74*, LmPK inh 0%, AmpC inh detg -10%, AMA1 RON2 block -1% and AmpC inh no detg -13%.
CCOC(=O)c1ccc[n+](CC(=O)Nc2cc(C(F)(F)F)ccc2Cl)c1 was read as Sm TGR block -34%, TbPYK inhibitor -3%, HCMV antiviral 13, LmPK inh 10%, AmpC inh detg 0%, AMA1 RON2 block -8% and AmpC inh no detg -3%.
`Cc1cc(C)nc(Nc2ccc(F)cc2)n1` gave Sm TGR block 14%, TbPYK inhibitor 2%, HCMV antiviral -30, LmPK inh -3%, AmpC inh detg 1%, AMA1 RON2 block -3% and AmpC inh no detg -31%.
`COc1cc2c(c(OC)c1)C(c1ccncc1)CC(=O)N2` (stereo not given) gave Sm TGR block 1%, TbPYK inhibitor 1%, HCMV antiviral -3, LmPK inh 3%, AmpC inh detg inconclusive, AMA1 RON2 block -6% and AmpC inh no detg -6%.
`CCOC(=O)/C(=C/c1ccccc1)NC(=O)c1ccco1` gave Sm TGR block 14%, TbPYK inhibitor -6%, HCMV antiviral -24, LmPK inh 1%, AmpC inh detg -2%, AMA1 RON2 block -5% and AmpC inh no detg -11%.
Screening COc1cc(C2NC(=O)NC(C)=C2C(=O)OCc2ccccc2)ccc1O (stereo not given) returned Sm TGR block -12%, TbPYK inhibitor 10%, HCMV antiviral 16, LmPK inh 3%, AmpC inh detg inconclusive, AMA1 RON2 block -11% and AmpC inh no detg -14%.
Screening O=C(CSCc1ccc([N+](=O)[O-])cc1)NC1CC2CCC1C2 (stereo not given) returned Sm TGR block 4%, TbPYK inhibitor -7%, HCMV antiviral -20, LmPK inh 6%, AmpC inh detg 8%, AMA1 RON2 block 8% and AmpC inh no detg -7%.
CN(C)/C=N/c1ncc(C(=O)c2ccc(-c3ccccc3)cc2)s1 was read as Sm TGR block -4%, TbPYK inhibitor -23%, HCMV antiviral inconclusive, LmPK inh -10%, AmpC inh detg 2%, AMA1 RON2 block 13% and AmpC inh no detg 104%[activator].
For O=C(O)CSc1cccc2cccnc12 the results were Sm TGR block 1%, TbPYK inhibitor -21%&1%, HCMV antiviral -26&1, LmPK inh 1%&5%, AmpC inh detg inconclusive, AMA1 RON2 block 2%&-7% and AmpC inh no detg -5%&-18%.
Screening CCOc1cc(C(=O)Nc2c3c(nn2C(C)(C)C)CS(=O)C3)cc(OCC)c1OCC (stereo not given) returned Sm TGR block 11%, TbPYK inhibitor 2%, HCMV antiviral 14, LmPK inh 0%, AmpC inh detg 0%, AMA1 RON2 block -4% and AmpC inh no detg 70%[activator].
Cn1c(=O)c2cc(NC(=O)Nc3cccnc3)ccc2n1Cc1cccc(C(F)(F)F)c1 was read as TbPYK inhibitor -7%, HCMV antiviral 0 and AMA1 RON2 block 0%.
`Cc1ccc(-n2c3nc(=O)[nH]c(=O)c-3cc3cc([N+](=O)[O-])ccc32)cc1` gave Sm TGR block -13%, TbPYK inhibitor inconclusive, HCMV antiviral -23, LmPK inh -4%, AmpC inh detg -8%, AMA1 RON2 block -4% and AmpC inh no detg -19%.
CCOc1ccccc1NC(=O)CN(c1ccc(OC)cc1OC)S(=O)(=O)c1ccccc1[N+](=O)[O-] was read as TbPYK inhibitor 4%, HCMV antiviral inconclusive, LmPK inh 2%, AmpC inh detg -3%, AMA1 RON2 block -15% and AmpC inh no detg -4%.
Screening Cc1cc(C)n(C(=O)COc2ccc([N+](=O)[O-])cc2)n1 returned Sm TGR block 1%, TbPYK inhibitor -3%, HCMV antiviral -4, LmPK inh 0%, AmpC inh detg -14%, AMA1 RON2 block 1% and AmpC inh no detg -16%.
For Cc1cccc(OC(C)C(=O)N2CCN(Cc3ccc4c(c3)OCO4)CC2)c1 (stereo not given) the results were Sm TGR block 5%, TbPYK inhibitor -2%, HCMV antiviral -18, LmPK inh -6%, AmpC inh detg 0%, AMA1 RON2 block -5% and AmpC inh no detg 100%[activator].
CC(C)C[C@H]1COc2cccc(N3CCN(Cc4ccccc4F)CC3)c2S(=O)(=O)N1 was read as TbPYK inhibitor -2%, HCMV antiviral 8 and AMA1 RON2 block -17%.
For COc1cccc(CNC(=O)Cn2nc(C)n3c(cc4cc(C)ccc43)c2=O)c1OC the results were Sm TGR block 3%, TbPYK inhibitor 0%, HCMV antiviral 32 and AmpC inh detg 15%.
`Cc1noc(C)c1CSCC(=O)N(C)CC(=O)Nc1ccc(F)c(F)c1F` gave Sm TGR block 1%, TbPYK inhibitor -8%, HCMV antiviral 4, AmpC inh detg -2%, AMA1 RON2 block 5% and AmpC inh no detg 25%.
CCCCNC(=O)n1c(SC)nc2ccccc21 was read as Sm TGR block 0%, TbPYK inhibitor -3%, HCMV antiviral 21, LmPK inh -2%, AmpC inh detg -12%, AMA1 RON2 block -3% and AmpC inh no detg -11%.
For O=C(CSc1nc2ccccc2s1)NNC(=O)Nc1ccc(Cl)c(Cl)c1 the results were Sm TGR block 0%, TbPYK inhibitor 3%, HCMV antiviral 65, LmPK inh 4%, AmpC inh detg 6%, AMA1 RON2 block -19% and AmpC inh no detg -44%.
`CC(CC(=O)NC1CCCC1)c1ccccc1` (stereo not given) gave Sm TGR block 13%, TbPYK inhibitor 1%, HCMV antiviral 13, LmPK inh 0%, AmpC inh detg -1%, AMA1 RON2 block -10% and AmpC inh no detg -4%.
For COC(=O)c1ccc(CNC(=O)COC(=O)CC23CC4CC(CC(Br)(C4)C2)C3)cc1 the results were Sm TGR block -8%, TbPYK inhibitor -3%, HCMV antiviral -37, LmPK inh -1%, AmpC inh detg inconclusive, AMA1 RON2 block -2% and AmpC inh no detg 1%.
For c1ccc2cc3c(NCCN4CCOCC4)ccnc3cc2c1 the results were Sm TGR block 5%, TbPYK inhibitor 1%, HCMV antiviral -99*, LmPK inh -3%, AmpC inh detg 4%, AMA1 RON2 block -2% and AmpC inh no detg 1%.
`COc1ccc(CNC(=O)C(C)Sc2ccc(C)cc2)cc1` (stereo not given) gave Sm TGR block 0%, TbPYK inhibitor 1%, HCMV antiviral -16, LmPK inh -1%, AmpC inh detg 6%, AMA1 RON2 block 3% and AmpC inh no detg -3%.
Screening COc1cccc(CNC(=O)[C@@H]2CCCN2C(=O)[C@H]2CCCCN2C(=O)c2cccs2)c1 returned TbPYK inhibitor -7%, HCMV antiviral -14 and AMA1 RON2 block -5%.
`CCOC(=O)c1ccc(NC(=O)c2cn(-c3ccccc3)nc2-c2ccc(Br)cc2)cc1` gave Sm TGR block 4%, TbPYK inhibitor 2%, HCMV antiviral 10 and AmpC inh detg 11%.
Screening CC1CCCN(CC(=O)Nc2ccc(S(=O)(=O)N3CCCCC3)cc2)C1 (stereo not given) returned Sm TGR block -1%, TbPYK inhibitor -6%, HCMV antiviral inconclusive, LmPK inh 2%, AmpC inh detg -1%, AMA1 RON2 block -1% and AmpC inh no detg -20%.
`COc1ccc(S(=O)(=O)Cc2ccc(C(=O)N3CCN(c4cccc(C)c4C)CC3)o2)cc1` gave Sm TGR block inconclusive, TbPYK inhibitor -9%, HCMV antiviral -26, LmPK inh 0%, AmpC inh detg inconclusive, AMA1 RON2 block -4% and AmpC inh no detg 147%[activator].
CCCSC(=O)N(CC)CC(=O)Nc1c(CC)cccc1CC was read as Sm TGR block 23%, TbPYK inhibitor 9%, LmPK inh 0%, AmpC inh detg 4%, AMA1 RON2 block 2% and AmpC inh no detg -3%.
For COC(=O)c1ccsc1NC(=O)CCS(=O)(=O)c1ccccc1 the results were Sm TGR block 10µM*, TbPYK inhibitor -8%, HCMV antiviral 11, LmPK inh -5%, AmpC inh detg 7%, AMA1 RON2 block 17% and AmpC inh no detg -3%.
COc1cc([N+](=O)[O-])ccc1NC(=O)C1CCCN(S(C)(=O)=O)C1 (stereo not given) was read as Sm TGR block -12%, TbPYK inhibitor -10%, HCMV antiviral -20, AmpC inh detg 3%, AMA1 RON2 block 3% and AmpC inh no detg -9%.

Already shown: entries from further up.
For Cc1cccc(OC(C)C(=O)N2CCN(Cc3ccc4c(c3)OCO4)CC2)c1 (stereo not given) the results were Sm TGR block 5%, TbPYK inhibitor -2%, HCMV antiviral -18, LmPK inh -6%, AmpC inh detg 0%, AMA1 RON2 block -5% and AmpC inh no detg 100%[activator].
CC(C)C[C@H]1COc2cccc(N3CCN(Cc4ccccc4F)CC3)c2S(=O)(=O)N1 was read as TbPYK inhibitor -2%, HCMV antiviral 8 and AMA1 RON2 block -17%.
